Source: PubChem
Glyco luc inh: increase of ERlucT glycosylation luciferase signal, primary screen, N-linked glycosylation inhibitor project, D54 ERlucT cells, luminescence, set 2 | D54 ERlucT glycosylation luciferase reporter, 24 h; percent of 100 nM tunicamycin response | reporter increase, % at 12.5 µM | actives 0.23% (n = 360,000) | AID 588692, 2011;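 active = mean luciferase reporter signal, scaled so untreated is 0 and the glycosylation-blocking control 100, at or above a set limit in every replicate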;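 note: luciferase carries N-glycosylation sites so blocking glycosylation raises the light; 0% = median of neutral control wells and 100% = median of 100 nM tunicamycin wells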
ABCB6 inh 2: ABCB6 transporter inhibitors, primary screen, K562-ABCB6 cells, flow cytometry, MLPCN library; fluorescence ratio to DMSO, % at 10 µM; actives 0.19% (n = 360,000); AID 602162, 2011; K562-ABCB6 porphyrin accumulation, 1 h; active compounds read low;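 active = fluorescence ratio to DMSO below 75%, the collection mean minus 3 SD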;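 note: signal is porphyrin accumulated inside mitochondria; 100% equals median channel fluorescence of DMSO control wells; lower ratio means ABCB6 inhibition with less porphyrin fluorescence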
MC4R antag cAMP: MC4R antagonists of cAMP signaling, primary screen, cell-based, TR-FRET, antagonist arm of biased-ligand search; MC4R-expressing cells, MTII-stimulated cAMP, LANCE TR-FRET; Melanocortin receptor 4 (Homo sapiens), P32245; actives 0.48% (n = 360,000); inhibition, % at 6.5 µM; AID 540295, 2011;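 active = inhibition above its plate's cutoff, the mean of tested wells on that plate plus 3 SD, cut at about 29% in these data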;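 note: 0% = Melanotan II alone and 100% = Melanotan II plus saturating MCL0020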
Target sequence (P32245 whole entry, looked up): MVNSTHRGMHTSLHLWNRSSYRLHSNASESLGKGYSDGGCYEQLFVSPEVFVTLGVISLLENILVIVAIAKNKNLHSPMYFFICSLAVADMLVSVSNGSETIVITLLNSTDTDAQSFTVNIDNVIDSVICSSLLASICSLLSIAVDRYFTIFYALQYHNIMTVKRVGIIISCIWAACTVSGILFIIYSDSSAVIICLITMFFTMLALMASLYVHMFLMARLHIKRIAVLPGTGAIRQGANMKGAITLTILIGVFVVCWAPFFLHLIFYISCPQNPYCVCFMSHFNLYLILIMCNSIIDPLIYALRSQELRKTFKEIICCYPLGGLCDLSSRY
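Assay system: human MC4R-expressing U2OS cells; reagent: Melanotan II stimulation of cells; dosing: 6.5 µM single dose; timing: compound 30 min, challenge 1 h, detection 1 h; signal: TR-FRET cAMP assay; replicates: one well per compound, no replicates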
PDI turbidity: inhibitors of human PDI, primary screen, biochemical, turbidity, single point, plate reader; PDI insulin aggregation turbidity, A650, 90 min; inhibition, % at 10 µM; actives 0.052% (n = 350,000);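 active = mean inhibition across replicates of 30% or more, whatever share of single replicates reach that level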;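 note: absorbance from insulin aggregation driven by PDI reduction with DTT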
Granule exo inh: LAMP-1 surface exposure blockers, TALL-104 cells – cell-based, flow cytometry, MLPCN library, primary screen | TALL-104 LAMP-1 surface exposure; cells stimulated with thapsigargin and PMA | inhibition, % at 10 µM | actives 0.66% (n = 360,000);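 active = inhibition above about 55%, limit read from the data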
MC4R barr agon: MC4R agonists recruiting beta-arrestin, primary screen, cell-based, luminescence, agonist arm of biased-ligand search | activation, % at 8.9 µM | actives 0.98% (n = 360,000) | AID 540308, 2011 | Melanocortin receptor 4 (Homo sapiens), P32245 | U2OS MC4R beta-arrestin complementation; percent of melanotan II response, DMSO zero;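 active = activation above a per-plate cutoff, the mean activation of sample wells on that plate plus 3 SD, cut at about 8% in these data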
ABHD5-PLIN5 inh: ABHD5-PLIN5 interaction inhibitors, primary screen, cell lysate, split luciferase complementation, luminescence | Split G. princeps luciferase complementation, 4 h | inhibition, % at 4 µM | Perilipin-5 (Homo sapiens) + 1-acylglycerol-3-phosphate O-acyltransferase ABHD5 (Homo … | actives 0.78% (n = 360,000);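 active = inhibition above the mean inhibition across every tested compound plus 3 SD, cut at about 22% in these data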;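 note: 0% = DMSO only wells and the 100% control is not disclosed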
CaV13 ICDI inh: Disruptors of the CACNA1D IQ motif to Ca2+-dependent inactivation inhibitor domain association, primary screening, Förster resonance energy transfer in intact living … | HEK cells, CFP/YFP FRET ICDI-IQ, plate reader, 10 min; percent FRET-ratio fall versus neutral wells | inhibition, % at 12.3 µM | actives 0.098% (n = 340,000) | AID 743397;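 active = mean replicate inhibition of at least 30% and at least 1% of replicates passing that level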;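 note: 0% = median of the neutral control wells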
HTR2A ag: mouse Htr2a agonists via beta-arrestin recruitment, primary screen, cell-based, luminescence | 5-hydroxytryptamine receptor 2A (Mus musculus), P35363 | CHO-K1 mHTR2A beta-arrestin complementation; percent of 30 µM serotonin response | activation, % at 7.6 µM | actives 0.66% (n = 360,000) | AID 624169, 2012;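 active = activation above a run cutoff, the mean activation of all tested compounds plus 3 SD, cut at about 14% in these data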;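 note: 0% = plate median of compound wells and 100% = 30 µM serotonin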
Target sequence (P35363 whole entry, looked up): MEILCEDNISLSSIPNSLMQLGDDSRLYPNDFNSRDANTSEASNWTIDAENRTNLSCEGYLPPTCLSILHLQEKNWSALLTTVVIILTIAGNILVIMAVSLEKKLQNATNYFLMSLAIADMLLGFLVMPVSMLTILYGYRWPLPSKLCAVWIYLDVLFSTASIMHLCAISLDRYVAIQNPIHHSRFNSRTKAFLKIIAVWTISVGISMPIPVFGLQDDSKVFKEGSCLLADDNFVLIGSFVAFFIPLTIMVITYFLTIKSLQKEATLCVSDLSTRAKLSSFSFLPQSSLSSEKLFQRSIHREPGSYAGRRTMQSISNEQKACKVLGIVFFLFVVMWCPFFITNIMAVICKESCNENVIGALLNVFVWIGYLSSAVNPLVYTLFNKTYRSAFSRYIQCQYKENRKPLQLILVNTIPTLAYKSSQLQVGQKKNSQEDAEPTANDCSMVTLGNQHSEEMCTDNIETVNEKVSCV
H9c2 protect: cardioprotection against H2O2-induced cell death, primary screen, uHTS, H9c2 cells, ATPLite luminescence | H9c2 cardiomyocytes, H2O2 injury protection, 2 h | protection from H2O2 cell death, % at 20 µM | actives 0.63% (n = 360,000) | AID 588492, 2011;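 active = compounds giving at least 50% protection of heart cells from peroxide-induced death in the single-dose screen, raw or plate-pattern-corrected value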;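 note: 0% = DMSO wells with peroxide and 100% = DMSO wells without peroxide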
An asterisk follows results filed as active; . = not tested or not shown.

SMILES	Glyco luc inh	ABCB6 inh 2	MC4R antag cAMP	PDI turbidity	Granule exo inh	MC4R barr agon	ABHD5-PLIN5 inh	CaV13 ICDI inh	HTR2A ag	H9c2 protect
CC(C)(C)[C@H](N)C(=O)N[C@H]1CCC2C3CC=C4C[C@@H](O)CC[C@]4(C)C3CC[C@@]21C (some centres undefined)	-8	76	1	6	23	2.9	1	-12	6	-20
Cc1ccnc(NC(=O)CCC(=O)N(CC(=O)NCc2ccc(F)cc2)c2cccc(F)c2)c1	0	96	8	-17	4	-1.2	-3	-4	-5	-2
CCNc1nc2c(c(=O)[nH]c(=O)n2C)n1CC(C)C	1	99	0	-3	0	-0.8	-1	-6	11	5
Cc1cccn2c(=O)c3cc(C(=O)NCc4ccco4)c(=N)n(C4CCCCC4)c3nc12	13	95	15	10	17	2.6	11	.	-6	-2
Nc1nnc(SCC(=O)N2CCN(c3cccc(Cl)c3)CC2)n1-c1ccccc1	0	99	-2	-1	0	-1.6	-1	-4	-2	5
COc1ccc(NC(=O)c2sc3ncn(CC(=O)N4CCN(c5ccccn5)CC4)c(=O)c3c2C)cc1OC	-3	90	1	9	-17	0.0	8	-7	2	2
COc1ccc(N2CCN(C(=O)CN(c3cccc(OC)c3)S(=O)(=O)c3ccccc3)CC2)cc1	0	102	4	1	4	-2.5	4	-6	9	2
Fc1ccccc1/C=N/n1cnnc1	0	104	12	3	-6	-1.0	2	-3	2	-1
O=C(N/C(=C\c1ccccc1)C(=O)N1CCCCCC1)c1ccccc1	-4	93	-4	-4	-2	-3.1	6	-4	0	14
Cc1ccc2[nH]c3nc(SCC#N)nnc3c2c1	4	91	-3	12	2	-1.2	-3	-2	-3	-5
COc1ccc(C(=O)NCC(=O)N/N=C/c2cccc(OC(=O)c3ccco3)c2)cc1OC	2	102	12	1	1	-3.7	-3	0	-2	0
Cc1nn(C)c(C)c1CN(C)C(=O)c1cnn2c1NC(c1ccccc1)CC2C(F)(F)F (centres undefined)	1	97	3	-9	1	-1.4	-5	.	-3	0
CCCCCC(=O)NC(CC(=O)OC)c1ccc2c(c1)OCO2 (centres undefined)	3	104	-3	1	3	-2.9	-1	-2	-3	0
COc1ccc(-c2cc(C3CCN(c4ccc(C(C)=O)cc4[N+](=O)[O-])CC3)[nH]n2)cc1	-10	90	-4	2	1	-2.5	2	-6	1	-19
Cc1ccc(N(C(C)C(=O)N2CCCCC2)S(C)(=O)=O)cc1C (centres undefined)	3	94	3	-1	-3	-3.4	2	-4	3	-3
Cc1ccc(CNC(=O)CN(C(=O)C2(C)CC(=O)N=C3C=CC=CN32)c2ccccc2)cc1 (centres undefined)	3	97	2	18	-2	0.2	-7	-7	-3	-1
CC(=O)N1c2ccccc2C(=O)OC1c1cccnc1 (centres undefined)	1	100	-5	0	1	-0.3	-3	.	6	4
CC(C)C(=O)Nc1nnc(Cc2ccccc2)s1	2	105	9	4	0	1.3	1	-8	5	0
CNc1nc(-c2ccc(S(=O)(=O)N3CCCCC3)cc2)cs1	0	99	12	-2	2	0.2	-19	-8	2	-7
c1ccc(-c2noc(-c3ccc4c(c3)OCO4)n2)cc1	-18	91	2	10	0	-3.3	-6	-6	6	-9
CC(=O)[C@H]1[C@@H]2C(=O)N(c3cccc(Cl)c3)C(=O)[C@@H]2[C@H]2c3ccccc3C=CN21	2	97	3	1	0	0.4	-2	.	-1	14
CC/C(=C\c1ccc(Cl)cc1)c1ccncc1	-5	96	3	-5	-34	0.9	-6	-17	-8	-3
COc1cc(C(=O)C(=O)c2ccc(OC)c(OC)c2)ccc1O	1	96	-1	3	-4	-2.7	-4	-6	-4	8
CC(=O)N1CCN(CC(C)(C)NS(=O)(=O)c2ccccc2)CC1	-1	101	3	12	1	-2.1	0	-3	3	0
CCCSc1cc(N2CCOCC2)nc(-c2ccccc2Cl)n1	-3	101	21	6	-6	1.4	-4	-4	1	-20

Continued, overlapping the part above by 3 compounds.
SMILES	Glyco luc inh	ABCB6 inh 2	MC4R antag cAMP	PDI turbidity	Granule exo inh	MC4R barr agon	ABHD5-PLIN5 inh	CaV13 ICDI inh	HTR2A ag	H9c2 protect
COc1cc(C(=O)C(=O)c2ccc(OC)c(OC)c2)ccc1O	1	96	-1	3	-4	-2.7	-4	-6	-4	8
CC(=O)N1CCN(CC(C)(C)NS(=O)(=O)c2ccccc2)CC1	-1	101	3	12	1	-2.1	0	-3	3	0
CCCSc1cc(N2CCOCC2)nc(-c2ccccc2Cl)n1	-3	101	21	6	-6	1.4	-4	-4	1	-20
Cc1ccc(S(=O)(=O)CCC(=O)OCc2nc(N)nc(Nc3ccccc3C)n2)cc1	0	89	8	3	-6	-1.9	4	-5	-8	7
COc1ccccc1NC(=O)C1=C(C)Nc2nc(CCCO)nn2C1c1ccc2c(c1)OCO2 (centres undefined)	1	86	-2	2	18	-1.3	-4	-6	4	4
Cn1c(SCc2ccc(Cl)cc2)nnc1-c1ccc2nonc2c1	11	89	3	-4	5	-2.6	0	-4	3	14
CCCCn1nnnc1C1(C)CCC(=O)N1c1ccc(N2CCOCC2)cc1 (centres undefined)	.	109	.	.	11	.	-3	-7	3	.
Cc1ccc(Cl)cc1N(CC(=O)NC1CCCC1)C(=O)c1csnn1	0	101	7	2	-5	-0.8	3	-4	0	2
O=C(CN1C(=O)C(=O)N(Cc2ccccc2)C1=O)c1ccc[nH]1	0	99	-6	-4	-1	-2.8	6	-5	7	1
COc1cccc(N2CCN(c3ncnc4c3cnn4-c3ccc(C)cc3C)CC2)c1	-20	99	16	3	6	7.5	-3	-5	15*	-6
S=C(NCCSCc1ccccc1Cl)Nc1ccccc1	-2	104	4	3	11	0.4	-7	-6	2	-2
O=C(NCc1ccc2c(c1)OCO2)c1ccco1	-1	105	6	6	0	0.0	2	-6	-4	-2
CC(C)(C)c1nnc(N/N=C/c2ccccc2O)n(N)c1=O	-13	93	-2	-5	-4	-2.4	-7	-3	-3	52*
Cc1ccc(C)c(C(=O)O/N=C(\N)c2ccc(Br)cc2)c1	2	97	-6	5	-1	1.3	0	-5	-7	-9
O=C(CNC(=O)c1ccccc1F)NC1CCN(Cc2ccccc2)CC1	1	95	4	15	17	-0.4	1	-4	-4	0
Cc1nc(-c2ccccc2)sc1C1(C)CC(c2ccccc2F)=NO1 (centres undefined)	-1	98	5	-3	2	1.8	-3	-11	0	-3
O=c1cc(CN2CCN(Cc3ccccc3)CC2)c2cc(Cl)ccc2o1	1	93	3	3	-1	-2.1	2	.	-5	8
CCCNC(=O)c1ccc2c(=O)c(O)c(-c3ccc(C)cc3)[nH]c2c1	-11	94	5	1	-7	1.2	3	-11	-4	54*
O=C(Nc1ccccn1)c1ccc(=O)[nH]n1	0	85	9	0	-1	-0.6	1	-7	2	5
CC[C@@H]1CCCCc2ccccc2[C@H](C(=O)C[C@H](O)CC(C)=O)OC1=O	1	100	-4	-6	-3	-0.4	-1	-4	6	5
CCOC(=O)c1sc(NC(=O)CN2C(=O)NC3(CCCCCCC3)C2=O)c(C(=O)OCC)c1C	-1	99	13	0	-3	-0.9	1	-6	-5	-1
Cc1ccccc1Nc1c(F)c(F)c(F)c(F)c1C(=O)O	0	101	6	4	7	-1.9	-3	1	-1	-11
O=C(COC(=O)c1cc(=O)[nH]c(=O)[nH]1)Nc1cccc(Cl)c1	1	95	6	7	-1	-3.0	-4	-2	-1	-2
COc1cc(/C=N/NC(N)=O)cc([N+](=O)[O-])c1O	2	99	-37	1	-1	-1.4	10	-5	5	5
CCOc1ccc(Nc2nc(N)c([N+](=O)[O-])c(N3CCN(C)CC3)n2)cc1	1	97	10	-2	-3	0.5	4	-2	-5	14
CC(C)NC(=O)C(Cc1ccccc1)N1C(=O)c2ccccc2C1=O (centres undefined)	15	97	6	-3	5	-3.1	6	.	0	-17
COc1ccc(S(=O)(=O)NNC(=O)c2ccc(-n3c(C)ccc3C)cc2)cc1	3	97	-5	8	0	-1.4	0	-17	0	-1
COc1ccc(NS(=O)(=O)c2cccc(C(=O)NCc3ccccc3CN3CCOCC3)c2)cc1	-3	104	8	-6	14	-0.6	4	-2	-19	0
Continued.
SMILES	Glyco luc inh	ABCB6 inh 2	MC4R antag cAMP	PDI turbidity	Granule exo inh	MC4R barr agon	ABHD5-PLIN5 inh	CaV13 ICDI inh	HTR2A ag	H9c2 protect
CCCCc1ccc(NC(=S)NCCO)cc1	-1	98	3	-6	-1	-0.5	4	4	-1	2
Cc1ccccc1C(=O)OCCN1CCOCC1	-1	98	5	-6	-1	-0.5	1	-8	-4	-1
COc1ccc(S(=O)(=O)N(C)C[C@@H]2Oc3ccc(NS(C)(=O)=O)cc3C(=O)N([C@@H](C)CO)C[C@H]2C)cc1	0	98	4	12	2	1.9	4	-9	6	-2
CC(Sc1nc2c(c(=O)[nH]1)CCCC2)C(=O)Nc1ccc(S(N)(=O)=O)cc1 (centres undefined)	2	101	-1	-6	-5	0.5	-2	-4	4	5
COc1ccc(/C=N/NC(=O)C(=O)NCC2CCCO2)cc1 (centres undefined)	1	101	1	-22	-1	0.4	5	-5	0	5
Cc1cc(C(=O)COC(=O)C2=COCCO2)c(C)n1-c1ccccc1	-22	95	1	-6	-16	-1.3	-1	-5	-1	-17
Nc1c(-c2ccccc2)cnc2c(-c3ccccc3)cnn12	-16	99	-2	0	-9	1.8	-2	-21	3	-14
C/C(=N\NC(=O)c1cc(-c2cccc(OC(C)C)c2)nc2ccccc12)c1cccnc1	-3	96	0	-10	-1	-1.2	4	-7	-5	-4
O=S(=O)(NCC(O)c1ccccc1)c1ccc(-c2ccccn2)s1 (centres undefined)	0	99	8	5	5	-1.1	-4	-3	-2	-10
O=C(/C=C/c1cccc([N+](=O)[O-])c1)NCCSCc1ccco1	0	98	3	-4	-8	-1.9	-5	-3	-5	-2
Cn1c(=S)n(C)c2ccccc21	3	104	7	-1	-6	-2.5	2	-4	2	-2
O=S1(=O)C[C@H](N2CCC(Cc3ccccc3)CC2)[C@@H](COCc2ccccc2)N1	-1	107	.	.	1	.	-4	-9	-7	1
S=c1[nH]nc(-c2cc(-c3ccco3)[nH]n2)n1-c1cccc2ccccc12	16	103	-2	0	2	-0.4	-1	-4	-6	11
CN(C)Cc1cn(CC[C@@H]2CC[C@@H](NC(=O)Nc3ccccc3F)[C@@H](CO)O2)nn1	.	.	.	.	-8	.	-5	-6	1	.
